Source: PubChem
Pf growth 48h = P. falciparum growth inhibition at 48 hours (one generation); P. falciparum luciferase growth in erythrocytes, 48 h; Potency, µM (doses to about 28.7 µM), inactives show top-dose activity change, negative = inhibition, hits mostly inhibitors; hit rate 5.9% among 310,000; AID 504832; also: potency is read from the fitted curve at half-maximal effect; % is scaled to controls: 0 for no effect and ±100 for the full control effect
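Luciferase-expressing P. falciparum in infected erythrocytes (2% hematocrit, 0.1% parasitemia final) in RPMI 1640/0.5% Albumax were exposed to compound for 48 hours at 37 C, 5% CO2; growth read as luminescence.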
HCV inhibitor = HCV inhibition; Huh7.5.1 HCVcc-Cre infection, luciferase reporter, 44 h; Potency, µM (series often up to 41.8 µM), for the others: at the highest dose activity change, negative = inhibition, usual class: inhibitors; hit rate 3.4% among 340,000; AID 651820; also: potency is read from the fitted curve at half-maximal effect; % is scaled to controls: 0 for no effect and ±100 for the full control effect
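HCVcc-Cre virus at an moi near 0.5 was added right after compound to cells cultured 4 h from seeding (1,000 cells/well). Luciferase activity was determined 44 h later, 15 min after substrate addition at RT.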
LmPK inh = blocks Leishmania mexicana pyruvate kinase activity; Q27686; purified LmPK, Kinase-Glo ATP luminescence, 1 h; Potency, µM (highest dose often 57.5 µM), inactives show at the top dose activity change, negative = inhibition, actives largely listed as inhibitors; hit rate 0.37% among 290,000; also: potency is read from the fitted curve at half-maximal effect; % is scaled to controls: 0 for no effect and ±100 for the full control effect
Target sequence (Q27686 whole entry, looked up): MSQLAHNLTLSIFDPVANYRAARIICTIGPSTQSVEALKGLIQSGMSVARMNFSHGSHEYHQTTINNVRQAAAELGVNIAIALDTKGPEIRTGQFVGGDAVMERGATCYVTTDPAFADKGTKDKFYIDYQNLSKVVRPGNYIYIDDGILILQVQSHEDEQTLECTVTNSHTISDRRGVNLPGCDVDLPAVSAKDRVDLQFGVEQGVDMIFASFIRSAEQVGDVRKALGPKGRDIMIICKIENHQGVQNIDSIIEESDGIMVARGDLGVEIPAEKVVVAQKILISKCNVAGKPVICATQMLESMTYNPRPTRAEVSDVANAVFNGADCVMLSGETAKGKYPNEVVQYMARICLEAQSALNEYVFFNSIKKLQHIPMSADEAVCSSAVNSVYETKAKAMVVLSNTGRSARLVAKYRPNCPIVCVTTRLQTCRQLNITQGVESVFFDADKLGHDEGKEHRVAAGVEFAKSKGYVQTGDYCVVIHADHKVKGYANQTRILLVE
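Kinase-Glo luminescence read after 1 h RT reaction of 0.1 nM LmPK with 0.5 mM PEP and 0.1 mM ADP. Activity scaled between uninhibited and enzyme-free controls.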
Cycloheximide cs = counter-screen hit for Shiga toxin inhibitors, cycloheximide; cell reporter, cycloheximide protein synthesis inhibition counterscreen; max response, %; hit rate 12% among 300,000; in the data active = max response mostly above about 13%, no sharp cut-off; inactive = mostly below about 14%; also: read at 38.3 µM for the half of the compounds with a filed dose; 0% is about no effect
Tb PYK inh = inhibitors of Trypanosoma brucei pyruvate kinase; TbPYK enzyme, Kinase-Glo Plus ATP luminescence, 45 min; hit rate 0.12% among 410,000; Potency, µM (titrated, usually from 76.8 µM), for the others: at the highest dose activity, negative = inhibition, usual class: inhibitors; Q57TT1; also: potency is read from the fitted curve at half-maximal effect; % is scaled to controls: 0 for no effect and ±100 for the full control effect; nearly all actives have a fitted effect of over 50% in size
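Glycolytic pyruvate kinase of T. brucei was incubated with substrate, test compound and 130 uM ADP for 45 minutes at room temperature. Luminescent Kinase-Glo Plus signal was measured after 10 minutes.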
Pf growth 96h = P. falciparum growth inhibition at 96 hours. hit rate 6.9% among 320,000. Potency, µM (titrated, usually from 28.7 µM), inactives show at the highest dose activity change, negative = inhibition, usual class: inhibitors. AID 504834. P. falciparum luciferase reporter growth, 96 h; also: potency is read from the fitted curve at half-maximal effect; % is scaled to controls: 0 for no effect and ±100 for the full control effect
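Parasite growth measured via integrated firefly luciferase reporter in P. falciparum. Infected erythrocytes at 2% hematocrit, 0.05% parasitemia final were treated 96 hours at 37 C under 5% CO2, and luminescence was read.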
Shiga inhibitor = blocks Shiga toxin action in Vero cells | inhibition, % at 38.7 µM | AID 2315 | hit rate 9.2% among 290,000 | Vero cells, Shiga toxin protein synthesis inhibition reporter; in the data active = inhibition mostly above about 28%, no sharp cut-off; inactive = mostly below about 43%; also: 0% is about no effect
* marks the source's active call; other numbers are inactive results; ? = inconclusive; nt = not tested or not shown; & = joins results of further samples; [ ] = dose if it differs, or a comment. Unless noted, calls follow the shape of the dose curve; as a rule, active = well fitted curve in the direction sought with a large enough effect; inconclusive = small, poorly fitted or top-dose-only effect, or another doubt; inactive = no such curve, though single readings can be large; an effect the other way counts as inactive or inconclusive.

SMILES	Pf growth 48h	HCV inhibitor	LmPK inh	Cycloheximide cs	Tb PYK inh	Pf growth 96h	Shiga inhibitor
CC(=O)c1cccc(NC(=O)c2ccc(CN3CCc4ccccc4C3)cc2)c1	15µM*	11µM*	2%	13*	-7%	?	29
COCCn1cc(C(=O)NCCCN2CCC(C)CC2)c2c3ccccc3n(C)c2c1=O	?	1%&-11%	-2%	-4	2%	-14%	-4
Cc1cc(C)nc(Nc2n[nH]c(C)n2)n1	1%	-1%	9%	-3	2%	-3%	-1
CC(=O)N1N=C(c2ccc(NS(=O)(=O)c3ccccc3)cc2)CC1c1ccco1 (configuration not stated)	?	?	nt	nt	-2%	?	nt
NCCCCCc1nnc(SCc2cccc(Cl)c2)o1	?	?	1%	2	14%	-14%[5.75 µM]	-18
CC1CCCCN1CCCNc1ccc(C(CC(N)=O)NC(=O)Cc2cccc3ccccc23)cc1[N+](=O)[O-] (configuration not stated)	?	9%	-1%	-2	-6%	2.1µM*	-13
COc1ccc(CNc2oc(-c3cccc4ccccc34)nc2P(=O)(OC)OC)cc1	?	?	9%[11.5 µM]	9	0%	-8%	31
CC(=O)c1cccc(NC(=O)c2ccc3c(c2)C(=O)N(Cc2cccnc2)C3=O)c1	13%	9%	-7%	-2	-7%	87%[activator]	-47
CCC(NC(=O)CCl)c1ccc(C)cc1 (configuration not stated)	5.9µM*	10%	1%	6	5%	1.3µM*	25
CCCOc1ccccc1C(=O)N(Cc1cccs1)C1CCS(=O)(=O)C1 (configuration not stated)	?	1%	-2%	-3	3%	?	14

2 entries from above, set out differently.
SMILES,Pf growth 48h,HCV inhibitor,LmPK inh,Cycloheximide cs,Tb PYK inh,Pf growth 96h,Shiga inhibitor
COCCn1cc(C(=O)NCCCN2CCC(C)CC2)c2c3ccccc3n(C)c2c1=O,?,1%&-11%,-2%,-4,2%,-14%,-4
Cc1cc(C)nc(Nc2n[nH]c(C)n2)n1,1%,-1%,9%,-3,2%,-3%,-1

The list goes on:
SMILES	Pf growth 48h	HCV inhibitor	LmPK inh	Cycloheximide cs	Tb PYK inh	Pf growth 96h	Shiga inhibitor
O=c1[nH]c2c(Br)cnc([N+](=O)[O-])c2[nH]1	14%	11%	-3%	1	0%	24%	28
CCOc1cc(C(=O)NCCC(=O)N2CCC3(CC2)NCCc2[nH]cnc23)cc(OCC)c1OCC	-7%	9%	3%	14	2%	17%	1
CCCCNc1nc2c(c(=O)n(C)c(=O)n2C)n1Cc1cccc(OC)c1	-21%	6.3µM*	1%	-5	?	?	-14
CCC(=Nc1cccc(C(F)(F)F)c1)c1c(O)n(C)c(=O)n(C)c1=O	0%	10%	7%	0	-9%	66%[activator]	-2
COC(=O)CC1=Nc2ccccc2NC(=O)C1	-4%	0%	-2%	1	1%	-30%	-17
COC(=O)Cc1ccc(NC(=S)Nc2cccc(C)n2)cc1	8%	?	3%	16*	0%	?	40
CN(C[C@@H](Cc1cccc2ccccc12)N(C[C@H](Cc1ccccc1)N(CCc1ccccc1)N=O)N=O)N=O	0%	-13%	0%	-3	3%	0%	-8
S=C(NCCSCc1c(Cl)cccc1Cl)Nc1ccccc1	?	?	8%	4	6%	?	12
O=c1c(Cc2ccc(F)cc2)c(O)ccn1C1CCCCC1	-11%	10%	2%	-3	-9%	-11%	-6
O=C(CCN1C(=O)c2ccccc2C1=O)Nc1ccccc1C(=O)N1CCOCC1	2%	1%	6%	-5	2%	nt	-15
CC(=O)C1=C(O)C(=O)N(Cc2ccco2)C1c1cccc(F)c1 (configuration not stated)	-4%	4%	2%	8	-11%	?	13
Cc1nc(SC2CC(=O)N(c3ccc([N+](=O)[O-])cc3)C2=O)nc2c1CCCC2 (configuration not stated)	31%[activator]	4%	-5%	-6	-3%	0%	22
COc1cc(CNc2ccc3[nH]c(=O)[nH]c3c2)ccc1OCc1ccc(Cl)cc1	2%	?	2%	29*	-7%	10%	45*
Cc1cc(NC(=O)CSc2nnc(-c3ccncc3)n2-c2ccccc2)no1	-1%	-8%	0%	-6	-3%	?	-3
Cc1ccc(NC(=O)CNC(=O)c2ccc(Oc3ccccc3)cc2)nc1	5%	22%	nt	nt	-7%	2%	nt
Cc1ccc(OCC(=O)Nc2ccc(-n3cnnn3)cc2)c(C)c1	?	?	nt	nt	-3%	15%	nt
O=C(NCC1CCCO1)c1ccc(Cl)c(F)c1F (configuration not stated)	20%	0%	-1%	-2	3%	-20%[5.75 µM]	17
COc1ccc(-c2cc(C(F)F)n3ncc(C(=O)N4CCc5ccccc54)c3n2)cc1	?	?	-1%	-1	-10%	1%	2
CCCCCCCOc1ccc(C2(C)NC(=O)NC2=O)cc1 (configuration not stated)	-6%	6%	0%	35	6%	18%	64
COCCN1CCN(Cc2cn(C)nc2-c2ccc(Oc3ccccc3)cc2)CC1	-13%	-7%	2%	-2	4%	-11%	-10

Pulled by structure from the list above, 5 records:
SMILES	Pf growth 48h	HCV inhibitor	LmPK inh	Cycloheximide cs	Tb PYK inh	Pf growth 96h	Shiga inhibitor
CC(=O)c1cccc(NC(=O)c2ccc(CN3CCc4ccccc4C3)cc2)c1	15µM*	11µM*	2%	13*	-7%	?	29
O=c1c(Cc2ccc(F)cc2)c(O)ccn1C1CCCCC1	-11%	10%	2%	-3	-9%	-11%	-6
Cc1nc(SC2CC(=O)N(c3ccc([N+](=O)[O-])cc3)C2=O)nc2c1CCCC2 (configuration not stated)	31%[activator]	4%	-5%	-6	-3%	0%	22
COc1ccc(-c2cc(C(F)F)n3ncc(C(=O)N4CCc5ccccc54)c3n2)cc1	?	?	-1%	-1	-10%	1%	2
O=C(NCC1CCCO1)c1ccc(Cl)c(F)c1F (configuration not stated)	20%	0%	-1%	-2	3%	-20%[5.75 µM]	17

Carrying on:
SMILES	Pf growth 48h	HCV inhibitor	LmPK inh	Cycloheximide cs	Tb PYK inh	Pf growth 96h	Shiga inhibitor
COc1ccccc1CCN1CCCC(CN(C)CC(C)(C)CO)C1 (configuration not stated)	2%	13%	-1%	-3	-4%	12µM*	nt
O=C(CN1CCN(c2ccc(F)cc2)CC1)c1ccc(O)cc1O	7%	2%	1%	1	-6%	11%	-1
Cc1ccccc1NS(=O)(=O)c1cc(C(=O)NCCSC2CCCCC2)ccc1C	-9%	?	-1%	2	-9%	?	21
COc1cc(/C=N/N2CCN(C3c4ccccc4-c4ccccc43)CC2)ccc1O	?	?	6%	5	0%	?	-11
O=C(CCN1C(=O)/C(=C\c2ccccc2)SC1=S)Nc1ccc(C(=O)O)cc1	28%	2%	0%	4	-7%	-11%	-3
COc1ccc(C(=O)n2nc(C)cc2Nc2ccccc2)cc1	70%[activator]	?	4%	43*	-6%	nt	72
O=c1c2c3c(sc2nc(NCCO)n1-c1ccccc1)CCCC3	4%	-16%	0%	-3	-7%	10%	-27
COc1ccccc1C(=O)NC(=O)CSc1cccc[n+]1[O-]	-7%	25%	0%	8	3%	0%	10
CCC(CO)(CO)N(CC(=O)Nc1ccc(OC)cc1)CC(=O)Nc1ccc(OC)cc1	-10%	-2%	3%	4	0%	0%	-19
FC(F)(F)c1cccc(NC(=S)NC(c2ccccc2)c2ccccc2)c1	3.7µM*	?	7%	-4	1%	2.6µM*	-10
CC1CCCN(CCCOc2ccccc2-c2ccccc2)C1 (configuration not stated)	-24%	?	-2%	-2	18%	-11%	0
O=C(CSC1=NCCN1)NC1CCCCCC1	nt	?	3%	5	2%	?	-6
C/C(=N\NC(=O)c1ccccc1)c1c(O)n(Cc2ccccc2)c(=O)[nH]c1=O	34%[activator]	-14%	1%	52*	-1%	18%	101*
Cc1cc(C)n(S(=O)(=O)c2ccc(C)c(C)c2)n1	1%	18%	-5%	-1	4%	2%	-5
COC(=O)COc1cccc(NC(=O)C(c2ccccc2)c2ccccc2)c1	10%	1%	2%	-1	-4%	?	-6
CCOc1ccccc1NC=C1C(=O)OC2(CCCCC2)OC1=O	11%	-3%	2%	0	-10%	nt	-2
CN(C(=O)c1ccc(F)cc1)c1ccccc1C(=O)NCc1ccccc1	?	29%	-7%	-1	3%	3%	25
Cc1cccc(CN2CCN(Cc3cccc4nonc34)CC2CCO)n1 (configuration not stated)	23%	0%	-1%	-3	4%	?	13
CCCN(C(=O)COC(=O)COc1c(C)cccc1C)c1c(N)n(Cc2ccccc2)c(=O)[nH]c1=O	10%	-29%	nt	nt	2%	7%	nt
CN(C)C(=O)c1ccc(NC(=O)COc2cccc(Oc3ccccc3)c2)cc1	50%[activator]	-12%	-1%	-4	5%	0%	-1
CCOC(=O)c1cccnc1SC(CC)C(=O)NCc1ccco1 (configuration not stated)	nt	-5%	14%	-4	-6%	?	-13
O=C(c1ccncc1)N1CCN(C2CCC(c3ccccc3)CC2)CC1 (configuration not stated)	?	-14%	0%	-4	4%	-9%	-3
CC1Cn2c(nnc2-c2ccccc2O)S1 (configuration not stated)	nt	5%	0%	-2	4%	-6%	-8
COc1n[nH]c(C(=O)Nc2cc(F)ccc2C)c1[N+](=O)[O-]	-1%	-15%	0%	-2	-2%	-15%	10
COCCNC(=O)CSc1nc2sc(C)c(C)c2c(=O)n1-c1ccccc1	-10%	1%	-1%	0	-1%	0%	14
O=C(CSc1ccc(-c2ccccn2)nn1)NCc1ccc(Cl)cc1	?	-2%	-12%	-5	5%	-28%	27
O=[N+]([O-])c1cccc(-c2nc(-c3ccncc3)no2)c1	52%[activator]	?	-10%	6	-5%	134%[activator]	12
Cc1ccc(NC(=O)Cn2nc([N+](=O)[O-])c(Br)c2C)cc1C	-19%	13%	-2%	1	3%	-3%	-9
CN(C)CCNC(=O)COc1cccc(Cl)c1	30%[activator]	9%	0%	-3	-1%	?	-7
Nc1c(-c2ccccc2)c(CN2CCOCC2)nn1-c1ccc(F)cc1	-5%	12%	-1%	-8	-8%	?	-14
